ZTA counter = ZTA (EBV) inhibition in EBNA-1 counter-screen; P03206; ZTA-DNA binding, fluorescence polarization; inhibition, % at 11 µM; actives 0.15% (n = 320,000); AID 2234; in the data active means inhibition above about 33%
Target sequence (P03206 whole entry, looked up): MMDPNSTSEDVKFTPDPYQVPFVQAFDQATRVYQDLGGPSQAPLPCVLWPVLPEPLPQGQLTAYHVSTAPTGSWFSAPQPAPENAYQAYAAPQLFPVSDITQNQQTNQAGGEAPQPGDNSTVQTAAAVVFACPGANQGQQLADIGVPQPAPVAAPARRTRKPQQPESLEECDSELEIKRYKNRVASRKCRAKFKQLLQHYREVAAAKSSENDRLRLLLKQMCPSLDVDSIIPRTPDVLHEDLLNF
PAFAH1B2 inh = PAFAH1B2 (human) inhibition; P68402; recombinant PAFAH1B2, FP-rhodamine activity probe, fluorescence polarization; inhibition, % at 3.39 µM; actives 1.2% (n = 340,000);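 active means inhibition above the mean of all tested compounds plus 3 SD, cut at about 24% in these data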;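 further: 0% = enzyme with DMSO and 100% = wells lacking PAFAH1B2; many of its hits are not listed in these tables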
LYPLA1 counter = counter-screen for PME1 inhibitors: inhibitors of human LYPLA1; recombinant LYPLA1, FP-Rh probe fluorescence polarization; O75608; AID 2174; actives 0.16% (n = 320,000); inhibition, % at 5.9 µM;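 active means inhibition above the mean of all tested compounds plus 3 SD, set per campaign, cut at about 14% in these data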;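 further: inhibitors block serine hydrolase probe labeling of LYPLA1 so polarization falls; 0% = enzyme with DMSO and 100% = wells lacking LYPLA1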
EBNA-1 inh = blocks EBNA-1 binding to DNA | actives 0.34% (n = 300,000) | inhibition, % at 14.8 µM | AID 1950 | EBNA-1 DNA binding, fluorescence polarization; in the data active means inhibition above about 28%
PAFAH1B3 FP inh = blocks human PAF acetylhydrolase 1B catalytic subunit 3. Q15102. recombinant PAFAH1B3, FP-rhodamine probe, fluorescence polarization. inhibition, % at 3.39 µM. actives 0.28% (n = 340,000). AID 492972;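 active means inhibition above the screen-wide average of all tested compounds plus 3 SD, cut at about 25% in these data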;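 further: 0% = enzyme with DMSO only and 100% = wells lacking PAFAH1B3 protein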
LYPLA2 counter = counter-screen for PME1 inhibitors: inhibitors of human LYPLA2. O95372. inhibition, % at 5.9 µM. recombinant LYPLA2, FP-Rh probe fluorescence polarization. AID 2177. actives 0.38% (n = 320,000);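 active means inhibition above the screen-wide mean plus 3 SD, limit set per campaign, cut at about 26% in these data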;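 further: 0% = LYPLA2 with DMSO and 100% = wells lacking LYPLA2 enzyme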
PAFAH2 inh = inhibitors of human PAFAH2 | Q99487 | recombinant PAFAH2, FP-rhodamine activity probe, fluorescence polarization | inhibition, % at 3.39 µM | actives 0.99% (n = 340,000) | AID 492956;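 active means inhibition above the mean over all tested compounds plus 3 SD, cut at about 30% in these data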;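 further: inhibitors block probe labeling of enzyme so polarization drops; 0% = enzyme with DMSO and 100% = wells lacking PAFAH2 protein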
PREPL inh = human PREPL enzyme inhibition; recombinant PREPL, fluorescence polarization activity-based probe; inhibition, % at 5.96 µM; actives 0.68% (n = 320,000); AID 2751; in the data active means inhibition above about 43%;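 further: 0% = enzyme with DMSO and 100% = wells lacking enzyme; many of its hits are not listed in these tables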
Target sequence (Q4J6C6 whole entry, looked up): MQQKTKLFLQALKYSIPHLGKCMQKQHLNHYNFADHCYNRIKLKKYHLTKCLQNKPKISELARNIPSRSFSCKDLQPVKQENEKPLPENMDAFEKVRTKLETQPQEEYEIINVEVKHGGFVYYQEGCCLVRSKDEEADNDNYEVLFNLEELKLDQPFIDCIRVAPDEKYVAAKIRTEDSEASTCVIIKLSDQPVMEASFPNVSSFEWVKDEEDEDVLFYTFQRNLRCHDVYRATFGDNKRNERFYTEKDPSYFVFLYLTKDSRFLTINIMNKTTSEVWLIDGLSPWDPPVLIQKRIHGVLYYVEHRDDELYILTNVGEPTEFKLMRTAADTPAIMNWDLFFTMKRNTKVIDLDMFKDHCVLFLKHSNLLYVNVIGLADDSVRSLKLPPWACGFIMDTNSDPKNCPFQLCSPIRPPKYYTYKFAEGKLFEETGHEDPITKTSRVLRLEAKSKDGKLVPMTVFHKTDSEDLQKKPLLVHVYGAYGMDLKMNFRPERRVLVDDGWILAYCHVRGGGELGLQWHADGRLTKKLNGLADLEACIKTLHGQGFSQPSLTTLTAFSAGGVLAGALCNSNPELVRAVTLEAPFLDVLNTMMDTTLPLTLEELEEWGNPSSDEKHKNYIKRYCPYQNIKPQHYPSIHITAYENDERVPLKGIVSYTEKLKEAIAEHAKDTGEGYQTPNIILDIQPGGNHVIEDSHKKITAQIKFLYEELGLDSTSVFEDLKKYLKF
pPAFAH inh = inhibitors of human plasma PAF acetylhydrolase (pPAFAH). Q13093. recombinant pPAFAH, FP-rhodamine probe fluorescence polarization. inhibition, % at 3.39 µM. actives 1.5% (n = 330,000). AID 463082;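 active means inhibition above the mean inhibition across the screen plus 3 SD, cut at about 25% in these data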;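 further: inhibitors block binding of the rhodamine activity-based probe so polarization drops; 0% = enzyme with DMSO and 100% = wells lacking pPAFAH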
* marks the source's active call; other numbers are inactive results; x = not tested or not shown. Not all compounds are listed. The share of hits here may be higher or lower than overall.

SMILES	ZTA counter	PAFAH1B2 inh	LYPLA1 counter	EBNA-1 inh	PAFAH1B3 FP inh	LYPLA2 counter	PAFAH2 inh	PREPL inh	pPAFAH inh
CC(O)c1c(OCc2ccccc2)ncnc1OCc1ccccc1 (stereo unspecified)	-2	-4	2	-1	14	2	3	-5	6
CSc1nnc(Cc2cc(=O)[nH]c(=O)[nH]2)n1-c1cccc(C)c1	2	2	0	2	-4	1	-4	-6	3
O=C(c1cc(Cl)ccc1[N+](=O)[O-])N1CCc2ccccc2C1	4	9	0	1	-1	1	-7	1	-3
Cc1cccc(NS(=O)(=O)c2ccc(-c3ccc(=O)[nH]n3)o2)c1	-9	8	0	-1	10	0	5	13	15
Cc1ccc2nsnc2c1S(=O)(=O)N(CCO)Cc1cc2cc3c(cc2[nH]c1=O)OCCO3	8	7	-3	7	7	1	17	-12	2
COc1ccc(C)cc1N(CC(=O)N1CCCCCC1)S(C)(=O)=O	5	1	-3	-1	-4	-4	-2	1	-4
O=C(NCc1n[nH]c(=S)n1-c1ccc(Br)cc1)c1ccc(S(=O)(=O)N2CCOCC2)cc1	-18	6	0	-6	2	4	-4	-5	2
Cc1cc(C(=O)OCC(=O)N2CCN(C(=O)c3ccco3)CC2)c(C)n1-c1ccc(F)cc1	-6	-1	-1	-10	3	0	-4	5	11
O=C(NCCCC(=O)N1CCOCC1)c1cccnc1	-3	8	-1	3	5	-3	2	0	1
CC1CC1C(=O)Nc1cc(C(F)(F)F)ccc1N1CCOCC1 (stereo unspecified)	-9	-2	-2	-11	5	-5	-1	3	9
C=CCNCC(=O)N1N=C(c2ccc3ccccc3c2)CC1c1ccc(OC)cc1 (stereo unspecified)	-5	5	2	-7	-1	2	-3	-13	7
CCc1ccc2nc(N3CCN(C(=O)C(C)(C)C)CC3)sc2c1	9	2	-2	6	3	4	-11	15	10
CCn1c(=O)c2cc(C(=O)NCCOC)sc2c2ccccc21	-11	-3	1	-4	1	2	6	2	3
CCSCc1nnc(SCC(=O)Nc2ccc(OC)cc2)n1C	-8	7	-1	7	6	0	7	6	-3
CCc1ccc(C2=NN(CCC(=O)NC(C)c3ccc4c(c3)OCCO4)C(=O)CC2)cc1 (stereo unspecified)	-11	-2	0	-14	-3	2	-4	-27	3
CCCCOC(=O)Nc1nc(C)c(C(=O)OCC)s1	9	2	0	12	3	4	2	4	6
N#CCSc1ccccc1NC(=O)COC(=O)CCN1C(=O)C2CC=CCC2C1=O (stereo unspecified)	-11	-1	-1	x	4	-1	14	23	2
Brc1cccc(OCCOCCn2ccnc2)c1	15	1	2	7	2	3	2	4	4
COc1cc2[nH]c(=O)n(CCC(=O)NCCC(C)C)c(=O)c2cc1OC	-7	1	-1	-9	7	-3	2	2	2
O=C(CSc1nc2c(c(=O)n1-c1ccc(Br)cc1)SCC2)Nc1nccs1	-22	-2	2	32*	-2	1	0	-9	-4
Cc1cc(C)n2nc(S(=O)(=O)N(C)c3ccccc3)nc2n1	-8	5	0	1	2	-2	5	-3	-1
Cc1ccc(NC(=O)CN(C)C(=O)CSc2ccc3c(c2)OCCO3)cc1	8	-1	-1	x	0	-5	2	-6	2
O=C(O)C1CC=CCC1C(=O)NCCCN1CCCC1=O (stereo unspecified)	-12	5	-1	0	6	2	1	16	2
O=C(CSc1nncs1)NC(=O)NC1CCCC1	-2	-1	4	12	-1	12	-1	1	0
COc1ccc(-c2noc(CN(C)Cc3ccc(C)o3)n2)cc1	-14	2	-1	-4	1	7	2	23	1
Further entries
SMILES	ZTA counter	PAFAH1B2 inh	LYPLA1 counter	EBNA-1 inh	PAFAH1B3 FP inh	LYPLA2 counter	PAFAH2 inh	PREPL inh	pPAFAH inh
CCc1ccc(CN2CCC(N3CCC(C(=O)N4CCCC4)CC3)CC2)o1	4	6	-7	-4	7	-7	2	5	4
COc1ccc(CCNC(=O)CCc2cn(C)c3ccccc23)c(OC)c1OC	1	1	0	1	5	2	1	1	4
O=C(Nc1ccc(F)cc1)N1CCN(CCc2ccccc2)CC1	-3	0	3	-2	13	-2	-2	14	-3
CSc1nc(C)c(C(=O)Nc2ccccc2)c(-c2ccco2)c1C#N	-5	2	-3	7	1	-1	0	-6	0
COC(=O)C1=NNC(C(=O)c2ccco2)C1c1ccc(OC)cc1 (stereo unspecified)	7	5	-5	0	10	-3	0	-5	1
CN1OC(CC(=O)O)N(c2ccc(Cl)cc2)C1=O (stereo unspecified)	9	5	0	-2	10	-6	3	-9	0
O=C(c1ccco1)N1CCN(C(=S)NC2CC3CCC2C3)CC1 (stereo unspecified)	-2	2	-3	-17	0	-6	6	-10	2
O=C(COC(=O)[C@H](Cc1ccccc1)NC(=O)c1ccco1)Nc1ccccc1	x	1	x	x	10	x	6	8	4
COc1cccc(C(=O)Cn2c(N3CCCCC3)nc3c2c(=O)n(C)c(=O)n3C)c1	-12	-1	-3	-4	2	-6	6	9	3
CCc1nnc(NC(=O)CN2C(=O)/C(=C/c3cc(OC)c(OC)c(OC)c3)SC2=S)s1	4	4	0	5	-4	-4	10	-9	0
OCC[C@H]1C[C@@H](O)[C@H](O)[C@]2(CCc3ccccc3O2)O1	0	-2	-1	7	-1	-1	0	6	3
CCc1cccc(C)c1NC(=S)N(CCN(C)C)C(C)c1cccnc1 (stereo unspecified)	-3	-1	0	-10	-1	12	0	-10	4
CCCN1C=CC(=C2C(=O)c3ccccc3C2=O)C=C1	-13	6	4	-2	1	9	1	10	-3
CCOC(=O)N1CCN(c2cc(=O)n(-c3ccccc3C)c(=O)[nH]2)CC1	-9	1	1	-4	4	1	-1	7	4
Cc1ccc(/C=C2\CCn3c2nc2cc(C(=O)O)ccc2c3=O)c(C)c1	1	5	1	7	7	0	1	-2	0
C=CCNC(=O)NC(=O)COC(=O)CCCSc1nc2ccccc2[nH]1	0	2	3	2	3	0	-11	14	3
Nc1c(N(CCC2=CCCCC2)C(=O)COc2ccc(F)cc2)c(=O)[nH]c(=O)n1Cc1ccccc1	-2	9	-3	x	-3	2	3	13	-4
CSc1ccc(COC(=O)c2cc([N+](=O)[O-])ccc2N2CCOCC2)cc1	11	8	2	-5	0	4	1	31	40*
Cc1ccc(C(=O)NC(=C(Cl)Cl)S(=O)(=O)c2ccc(Cl)cc2)cc1	-2	-9	0	3	-1	-2	18	-1	5
CCCn1c(SCC(=O)Nc2ccc(C(=O)Nc3ccccc3OC)cc2)n[nH]c1=O	3	6	1	0	1	7	1	8	-2
O=C(CN(C(=O)c1nsc(Cl)c1Cl)c1ccc(F)cc1)NC1CCCC1	-3	8	-2	-2	-2	0	-13	-3	2
COc1cc(C(=O)Nc2nnc(C(C)(C)C)s2)c([N+](=O)[O-])cc1OC	4	11	-1	7	-3	-3	-6	3	4
Cc1ccc(/C=C/c2ccc3cccc(O)c3n2)s1	-3	-2	-7	4	12	-7	-6	-2	5
COc1ccc(-c2nnc(SCC(=O)Nc3cc(C)on3)o2)cc1	16	5	0	3	0	1	-5	-1	3
Nc1ccc(NC(=O)NC2CCCCC2)cc1	0	6	-5	-3	1	-9	-13	-4	2
Carrying on:
SMILES	ZTA counter	PAFAH1B2 inh	LYPLA1 counter	EBNA-1 inh	PAFAH1B3 FP inh	LYPLA2 counter	PAFAH2 inh	PREPL inh	pPAFAH inh
CCCCNc1c(C(=O)OCC)c(=O)[nH]c2ccccc12	6	-4	0	-5	0	-1	-2	-9	-4
CC(C)C(NC(=O)c1ccc(F)cc1)C(=O)Nc1cccnc1 (stereo unspecified)	-5	2	0	0	6	-2	-1	-5	3
COc1ccc(N2CCN(C(=O)CCN3C(=S)NC(C)(C)CC3C)CC2)cc1 (stereo unspecified)	3	0	-3	-3	5	14	4	2	3
CCCn1c(=O)c(C(=O)NCc2ccco2)c(O)c2ccccc21	-17	-1	1	-4	7	0	1	-4	0
CCOc1cc(CNCCO)cc(Br)c1OCc1ccccc1	-18	0	-2	8	5	-3	-2	-24	4
Cc1cccc(CSc2nnc(-c3ccco3)n2C)c1	10	3	0	14	5	5	-5	5	5
CCCn1nc(C(=O)NNC(=O)C2CSC3(C)CCC(=O)N23)c2ccccc2c1=O (stereo unspecified)	-6	7	-1	-2	6	-3	0	-4	-3
CCc1ccc(Nc2n[n+](-c3ccccc3)c(-c3cccc(Cl)c3Cl)s2)cc1	-8	-2	-26	-4	8	-55	-17	-9	-3
Cn1ccnc1COc1ccc(C=O)cc1	-1	2	-1	-5	6	3	2	-3	1
O=C(O)CSc1nc2sc3c(c2c(=O)n1Cc1ccccc1)CCCCC3	20	7	-8	12	7	-11	5	10	-1
O=C(CS(=O)(=O)c1ccccc1)N1CCCCC1	0	-1	-1	-8	7	0	-1	5	2
CN(Cc1ccccc1)C(=O)CCC(=O)N(C)Cc1ccccc1	-11	2	1	-1	-1	2	6	-2	8
COc1ccc(N2CCN(c3oc(Cc4cccc5ccccc45)nc3C#N)CC2)cc1	-4	-2	-2	4	6	3	9	16	2

Grouped by structure, the compounds so far containing an NH in an aromatic ring (10)
SMILES	ZTA counter	PAFAH1B2 inh	LYPLA1 counter	EBNA-1 inh	PAFAH1B3 FP inh	LYPLA2 counter	PAFAH2 inh	PREPL inh	pPAFAH inh
CSc1nnc(Cc2cc(=O)[nH]c(=O)[nH]2)n1-c1cccc(C)c1	2	2	0	2	-4	1	-4	-6	3
Cc1cccc(NS(=O)(=O)c2ccc(-c3ccc(=O)[nH]n3)o2)c1	-9	8	0	-1	10	0	5	13	15
Cc1ccc2nsnc2c1S(=O)(=O)N(CCO)Cc1cc2cc3c(cc2[nH]c1=O)OCCO3	8	7	-3	7	7	1	17	-12	2
O=C(NCc1n[nH]c(=S)n1-c1ccc(Br)cc1)c1ccc(S(=O)(=O)N2CCOCC2)cc1	-18	6	0	-6	2	4	-4	-5	2
COc1cc2[nH]c(=O)n(CCC(=O)NCCC(C)C)c(=O)c2cc1OC	-7	1	-1	-9	7	-3	2	2	2
CCOC(=O)N1CCN(c2cc(=O)n(-c3ccccc3C)c(=O)[nH]2)CC1	-9	1	1	-4	4	1	-1	7	4
C=CCNC(=O)NC(=O)COC(=O)CCCSc1nc2ccccc2[nH]1	0	2	3	2	3	0	-11	14	3
Nc1c(N(CCC2=CCCCC2)C(=O)COc2ccc(F)cc2)c(=O)[nH]c(=O)n1Cc1ccccc1	-2	9	-3	x	-3	2	3	13	-4
CCCn1c(SCC(=O)Nc2ccc(C(=O)Nc3ccccc3OC)cc2)n[nH]c1=O	3	6	1	0	1	7	1	8	-2
CCCCNc1c(C(=O)OCC)c(=O)[nH]c2ccccc12	6	-4	0	-5	0	-1	-2	-9	-4

From PubChem BioAssay
